ROC1-CUL1 inh = inhibitors of human ROC1-CUL1 ubiquitin ligase activity | in vitro K48 di-Ub FRET, acceptor:donor ratio, 45 min | inhibition, % at 10 µM | 0.6% of 140,000 active; in the data active means inhibition above about 25%
Target sequence (P62877 whole entry, looked up): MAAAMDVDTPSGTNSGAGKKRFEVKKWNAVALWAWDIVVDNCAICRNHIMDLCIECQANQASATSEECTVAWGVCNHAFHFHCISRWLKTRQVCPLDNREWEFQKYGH
Target sequence (Q13616 whole entry, looked up): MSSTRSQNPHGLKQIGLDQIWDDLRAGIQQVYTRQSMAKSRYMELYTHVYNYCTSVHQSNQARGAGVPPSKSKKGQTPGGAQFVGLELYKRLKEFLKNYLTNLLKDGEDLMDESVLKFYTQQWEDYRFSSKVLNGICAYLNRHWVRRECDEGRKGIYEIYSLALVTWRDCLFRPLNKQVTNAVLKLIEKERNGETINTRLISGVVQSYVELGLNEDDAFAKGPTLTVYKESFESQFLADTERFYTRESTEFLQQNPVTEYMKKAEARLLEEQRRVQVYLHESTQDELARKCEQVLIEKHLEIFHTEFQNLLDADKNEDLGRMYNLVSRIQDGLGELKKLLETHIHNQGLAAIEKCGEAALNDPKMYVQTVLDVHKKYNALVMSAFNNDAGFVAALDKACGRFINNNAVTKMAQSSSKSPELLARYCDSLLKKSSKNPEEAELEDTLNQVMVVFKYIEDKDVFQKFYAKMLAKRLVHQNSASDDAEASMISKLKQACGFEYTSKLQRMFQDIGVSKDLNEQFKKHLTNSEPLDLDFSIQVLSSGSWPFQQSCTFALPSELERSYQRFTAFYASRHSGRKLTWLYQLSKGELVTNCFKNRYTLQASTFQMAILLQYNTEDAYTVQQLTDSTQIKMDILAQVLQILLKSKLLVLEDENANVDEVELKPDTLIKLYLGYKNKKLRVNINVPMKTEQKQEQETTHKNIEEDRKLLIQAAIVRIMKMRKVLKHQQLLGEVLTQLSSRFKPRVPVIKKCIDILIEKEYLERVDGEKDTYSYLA
An asterisk follows results filed as active.

SMILES | ROC1-CUL1 inh
Nc1nc(N=Nc2ccccc2)c(N=Nc2ccccc2)c(=O)[nH]1 | 4
Cc1cc(N(C)Cc2ccccc2)n2nc(-c3ccc(C(C)(C)C)cc3)nc2n1 | 6
O=C1CCC(CCC(=O)N2CCCC(C(=O)c3ccccc3)C2)(Cc2ccccc2)N1 (stereo unspecified) | 0
CCOc1ccccc1NC(=O)C1C(C)=NC(=O)NC1c1cc(OC)c(OC)c(OC)c1 (stereo unspecified) | 3
COC(=O)C1=C2C(=O)NCCN2C2=C(C(=O)CCC2)C1c1cccc(F)c1 (stereo unspecified) | 0
Cc1ccc(CCNC(=O)c2cc3ccccn3n2)cc1 | 1
CCOC(=O)C1C(=O)NC(N2CCOCC2)=NC1c1ccc(Cl)cc1 (stereo unspecified) | -3
CC(C)c1ccc(NC(=O)CSc2nnc(-c3ccc(Cl)cc3)n2N)cc1 | 1
O=C1CNC(=S)N1c1ccccc1 | -4
O=C(NCCc1ccccc1)C1CCCN(C2CCN(C(=O)CC3CC3)CC2)C1 (stereo unspecified) | 1
CC(=O)NC(NC(C)=O)c1ccc2c(c1)OCO2 | 4
O=C(NCCCn1ccnc1)c1cc2ccccc2oc1=O | 2
CCOc1ccc(NC(=O)CCC(=O)NNC(=O)c2ccco2)cc1 | -1
O=C([O-])CSc1cc[n+](CC(=O)c2ccccc2)cc1 | 9
COc1ccc(C=NNC(=O)Cn2cnc3ccccc3c2=O)cc1 | 1
COc1cc(C=Nc2ccccc2)c([N+](=O)[O-])cc1OC | -10
COc1ccc(N2CC(NC(=O)c3ccco3)CC2=O)cc1 (stereo unspecified) | 1
CCOc1ccc(C(=O)c2cn(CC(=O)Nc3ccc(C)c(Cl)c3)c3ccc(OCC)cc3c2=O)cc1 | 1
COC(=O)c1ccc(NS(=O)(=O)c2ccc(-n3cccn3)cc2)cc1 | -9
CC(C)(C)c1ccc(SC2CS(=O)(=O)C3CCCCC23)cc1 (stereo unspecified) | -6
Cc1cc(C)nc(SCC(=O)N/N=C/c2cc(C)n(-c3ccc(Cl)c(Cl)c3)c2C)n1 | 3
COc1cccc(N2CCN(C(=O)c3cnn(-c4ccc(C)cc4C)c3C3CCN(C(=O)OC(C)(C)C)CC3)CC2)c1 | 1
COc1ccc(CN2CCCC2)cc1OCC(O)CN1CCN(C)CC1 (stereo unspecified) | -5
O=C(CSc1cn(CC(=O)N2CCCCC2)c2ccccc12)NCc1ccccc1 | 0

Of the compounds above, 5 have an aryl thioether with sulfur outside any ring.
SMILES | ROC1-CUL1 inh
CC(C)c1ccc(NC(=O)CSc2nnc(-c3ccc(Cl)cc3)n2N)cc1 | 1
O=C([O-])CSc1cc[n+](CC(=O)c2ccccc2)cc1 | 9
CC(C)(C)c1ccc(SC2CS(=O)(=O)C3CCCCC23)cc1 (stereo unspecified) | -6
Cc1cc(C)nc(SCC(=O)N/N=C/c2cc(C)n(-c3ccc(Cl)c(Cl)c3)c2C)n1 | 3
O=C(CSc1cn(CC(=O)N2CCCCC2)c2ccccc12)NCc1ccccc1 | 0

Rewritten comma-delimited: two of the compounds above
SMILES,ROC1-CUL1 inh
COc1ccc(C=NNC(=O)Cn2cnc3ccccc3c2=O)cc1,1
COc1cc(C=Nc2ccccc2)c([N+](=O)[O-])cc1OC,-10

The list continues:
SMILES | ROC1-CUL1 inh
Cc1ccc(CS(=O)(=O)N2CCN(Cc3ccccc3)CC2)cc1 | -3
CC(=O)N(CN1C(=O)c2ccc(Br)cc2C1=O)c1ccc(Cl)cc1 | -3
O=C1N=CC(c2cc3ccsc3s2)C(=O)N1 (stereo unspecified) | 0
CCCCCCCSc1n[nH]c(=O)[nH]c1=S | 7
COc1ccc(-c2noc(-c3ccc(N4CCCOCC4)nc3)n2)cc1 | 17
OCc1cccc2c1CC(c1ccccc1)O2 (stereo unspecified) | -3
Cc1cccc2c(C(=O)O)cc(-c3ccc(-c4ccccc4)cc3)nc12 | -4
CC(=O)Nc1ccc(-c2nnc(SCC(=O)N=C3C(=O)N(c4ccccc4)N(C)C3C)n2C)cc1 (stereo unspecified) | 3
COc1cccc(-c2nc(SCC(=O)Nc3ccc4c(c3)OCO4)c(-c3ccccc3)[nH]2)c1 | -4
COC(=O)c1cn(CC(=O)N2CCCCC2C)c2ccccc12 (stereo unspecified) | -3
Cc1ccc(N(C)C(=O)N2CCN(S(=O)(=O)c3c(C)cc(C)cc3C)CC2)cc1 | 7
COc1ccc(CNC(=O)c2nn(C)c3c2CS(=O)(=O)c2ccccc2-3)cc1 | -3
Cc1cccc(Nc2ccc(-n3ccnc3)nn2)c1 | 6
O=C(Cn1nnnc1CN1CCOCC1)NCCc1ccc(F)cc1 | 5
O=C(CC1C(=O)N(c2ccccc2)C(=O)N1CCc1cccs1)Nc1ccc(F)cc1 (stereo unspecified) | -6
CC(C)N(Cc1ccccc1)C(=O)CN1C(=O)COc2ccc(S(=O)(=O)NC3CCCC3)cc21 | -6
O=C1c2ccccc2C(=O)c2[nH]ncc21 | -4
COC(=O)C(NC(=O)c1ccco1)(Nc1cccc(C)n1)C(F)(F)F (stereo unspecified) | 12
Cc1ccc(NC(=O)c2sc3nc(N)c(C#N)cc3c2N)c(Br)c1 | 3
CC(C)CC(=O)Nc1cccc(Cl)c1Cl | -11
Cc1ccc2[nH]c(O)c(N=Nc3ccccc3[N+](=O)[O-])c2c1 | 6
O=C(O)c1ccc(Cn2nnc3cc4ccccc4cc32)cc1 | 14
Nc1nc(C(c2ccccc2)c2ccccc2)cs1 | 4
CNC(=O)c1cc2cc(OC)ccc2n1CCN(Cc1ccccc1)Cc1ccccc1 | 12
O=C(N/N=C/c1ccc(Br)cc1)c1ccccc1 | 2
Cc1ccccc1COc1cccc(C2c3c(n[nH]c3-c3ccccc3)OC(=N)C2C#N)c1 (stereo unspecified) | -6
COc1cc(C(=O)NC(C)C2CCCO2)cc(OC)c1OC (stereo unspecified) | -10
Cc1cc(/C=N/NC(=O)CN(c2ccccc2Cl)S(C)(=O)=O)c(C)n1-c1ccc(F)cc1 | -2
COC(=O)c1ccccc1NC(=O)Cn1nc(C(F)(F)F)c2c1CCCC2 | 5
COc1ccc(/C=C/c2nc(-c3ccccc3)no2)cc1 | 4
CC(C)NC(=O)c1sc2ncccc2c1-n1cccc1 | -8
O=C1ON=C(c2ccccc2)C1c1ccccc1 (stereo unspecified) | 5
CCOC(=O)C1=C(C)N=c2s/c(=C3\C(=O)N(C(C)=O)c4ccccc43)c(=O)n2C1c1ccc(C(C)(C)C)cc1 (stereo unspecified) | 8
CC(C)CCNC(=O)c1cn(CC(C)C)cc(C(=O)N2CCCCC2c2cccnc2)c1=O (stereo unspecified) | 13
O=S(=O)(NC1CCCCC1)c1ccc(Cc2ccc(S(=O)(=O)NC3CCCCC3)cc2)cc1 | 0
COc1ccc(C(=O)N2C[C@H](O)[C@@H](N3CCC(OCc4ccccn4)CC3)C2)cc1 | 1
Cc1cccc(CCNC(=O)C2CCN(c3nc4ccccc4nc3C(F)(F)F)CC2)c1 | 0
O=C1OC(/C=C/c2ccccc2)=NC/1=C\C=C\c1ccco1 | -1
Cc1nonc1CN(C)Cc1ccc(OCC(O)CN2CCN(C)CC2)cc1 (stereo unspecified) | 7
CC(C)(C)c1ccc(OCCOCCn2c(-c3ccc(Cl)cc3)nc3ccccc3c2=O)cc1 | 3
COc1cc(Br)c(C(C)NC(=O)c2cccc(Br)c2)cc1OC (stereo unspecified) | 3
COc1ccccc1N1CCN(C(=O)CN2CCN(c3ccccc3)CC2)CC1 | 5
Cc1ccc(C(C)C)c(OCC(=O)NNC(=O)c2ccccc2C(=O)O)c1 | -1
COc1cc(Br)c(Br)c(C=Nc2ccc3oc(-c4ccccc4Br)nc3c2)c1O | 2
CN(C)c1ccnc(N(C)C)c1C#N | 2
CCC1CN(CCNC(=O)CSC)Cc2cc(OC)ccc2O1 (stereo unspecified) | -2
CC1CCN(S(=O)(=O)c2ccc3c(c2)N(CC(=O)N2CCN(c4ccc(Cl)cc4)CC2)C(=O)CO3)CC1 | 0
Cc1ccccc1C(=O)Nc1nnc(S(=O)(=O)N2CCCCCC2)s1 | 7
CC(C)CC(=O)NC(NC(=S)Nc1sc2c(c1C(N)=O)CCCC2)C(Cl)(Cl)Cl (stereo unspecified) | -6
COc1cc2c(cc1OC)C(c1ccccc1)CN(CC(=O)c1ccc(Br)cc1)C2 (stereo unspecified) | 4
Cc1ccc(OCCCCn2nnc3sc4c(c3c2=O)CCC(C)C4)cc1 (stereo unspecified) | -2
COc1ccc(-c2csc3ncn(Cc4ccccc4C)c(=O)c23)cc1 | 12
CCOc1ccc(Br)cc1/C=C1/C(=O)NN(c2ccc(I)cc2)C1=O | 21
COCc1ccc(CN2C[C@H](O)[C@@H](N3CCOCC3)C2)o1 | -2
CS(=O)(=O)N1CCC(Oc2ccccc2C(=O)N[C@H]2CCCCNC2=O)CC1 | -2
COCC(=O)N1CCC(Oc2ccc(C(=O)N(C)CCCC3CCCC3)cc2)CC1 | 0
Cc1[nH]n2c(=O)cc(CC3CNCCO3)nc2c1C (stereo unspecified) | -1
Cc1ccc(N2CC(NC(=O)c3ccc(S(=O)(=O)N(C)C)cc3)CC2=O)cc1C (stereo unspecified) | -7
CC(=O)c1sc2nc3ccccc3cc2c1N | 0
COc1ccc(OC(=O)c2cnn(-c3ccccc3)c2C)cc1 | 5
Next results follow.
SMILES | ROC1-CUL1 inh
CCCN1C(=O)c2[nH]nc(-c3ccccc3)c2C1c1cccc(O)c1 (stereo unspecified) | -2
CS(=O)(=O)N1CCN(C(=O)Cc2c(Cl)cccc2Cl)CC1 | -8
Nc1ccc(Br)c2cccnc12 | 62*
Cc1ccc(C)c(NC(=O)c2cccc(F)c2)c1 | -5
COc1ccc(-c2nc(CSCC(=O)NCCc3ccc(C)cc3)c(C)o2)cc1OC | -16
O=C1N(CCc2ccccc2)CCCC1(O)CNC1Cc2ccccc2C1 (stereo unspecified) | -8
Cc1cc(OCC(=O)N/N=C/c2cc(Br)c(Br)o2)cc(C)c1Cl | 4
O=C(NCC(c1cccnc1)N1CCN(c2ccccc2F)CC1)c1ccc(F)cc1 (stereo unspecified) | -15
CCCc1nnc(-c2ccc(OC)cc2)o1 | -6
COC(=O)c1ccc(-n2nnc(-c3nsc(NC(=O)c4ccc(Cl)cc4)n3)c2C)cc1 | 1
CCOC(=O)C1C(C)=NC(=S)NC1c1ccc(OC(=O)c2ccccc2)c(OC)c1 (stereo unspecified) | 1
CCOc1cccc(NC(=O)C2CC(=O)N(C)C(=Nc3ccc(OC)cc3)S2)c1 (stereo unspecified) | 4

Single values from above.
ROC1-CUL1 inh result of CCOc1cccc(NC(=O)C2CC(=O)N(C)C(=Nc3ccc(OC)cc3)S2)c1 (stereo unspecified) is entered as 4
ROC1-CUL1 inh result of Cc1cc(OCC(=O)N/N=C/c2cc(Br)c(Br)o2)cc(C)c1Cl is entered as 4
ROC1-CUL1 inh result of Cc1ccc(C)c(NC(=O)c2cccc(F)c2)c1 is entered as -5
ROC1-CUL1 inh result of COc1ccc(-c2nc(CSCC(=O)NCCc3ccc(C)cc3)c(C)o2)cc1OC is entered as -16

Ordered by SMILES length (lowest first): part of the list above
SMILES | ROC1-CUL1 inh
CCCc1nnc(-c2ccc(OC)cc2)o1 | -6
O=C(NCC(c1cccnc1)N1CCN(c2ccccc2F)CC1)c1ccc(F)cc1 (stereo unspecified) | -15
COc1ccc(-c2nc(CSCC(=O)NCCc3ccc(C)cc3)c(C)o2)cc1OC | -16
CCOc1cccc(NC(=O)C2CC(=O)N(C)C(=Nc3ccc(OC)cc3)S2)c1 (stereo unspecified) | 4

Remaining list, next part
SMILES | ROC1-CUL1 inh
O=S(=O)(Nc1ccc(Br)cc1)c1ccc(NS(=O)(=O)c2cccs2)cc1 | 2
CCCN(CCC)CCCNC(=O)c1cc2c(-c3ccc(Cl)cc3)nn(C)c2s1 | -8
Cc1nn(CC(=O)N2CCN(c3ccccc3)CC2)c(=O)c2cc3sccc3n12 | -7
CCOc1ccc(C2C3=C(CC(c4ccc(OC)cc4)CC3=O)N=C(C)C2C(=O)OC2CCCC2)cc1OC (stereo unspecified) | -1
COc1ccc(C(=O)COC(=O)CCC(=O)Nc2ccc(Oc3ccc(C)c(C)c3)cc2)cc1 | 2
Clc1ccc2oc(Cc3nc4cc(Cl)ccc4o3)nc2c1 | 6
Cn1c(=O)c2cc(C(=O)Nc3cccc(C#N)c3)sc2c2ccccc21 | -16
C#CCOc1c(Cl)cc(/C=C2\SC(=O)N(c3cccc(Cl)c3)C2=O)cc1Cl | 11
N#CC1(C#N)OC(C#N)(C#N)C2C(I)=CSC21 (stereo unspecified) | 11
COCCN1C(=O)CC(CC(=O)N(C)Cc2cccc3ccccc23)(c2ccccc2Cl)C1=O (stereo unspecified) | -7
COC(=O)NNC(=O)c1ccc(C(=O)NNC(=O)OC)cc1 | -5
CC(C)(C)c1ccc(CN2C(=O)COc3cccnc32)cc1 | 8
Cn1c(NCCN)nc2c1c(=O)n(Cc1ccccc1)c(=O)n2C | -2
COc1ccc(Br)cc1CNC(=O)c1ccc(-n2c(C)cc3c2CCC(C)C3)cc1 (stereo unspecified) | -9
CN(Cc1cccnc1)C(=O)C1(N2CCCCC2)Cc2ccccc2C1 | 3
CC1OC(C)(C)OC1C1CN=C2N=C(N)NC(=O)C2N1C(=O)c1cccnc1 (stereo unspecified) | 6
CC(C)OC1=C(OC(C)C)C(C2(c3ccccc3O)SCCCS2)C1=O (stereo unspecified) | 4
Cc1ccc(-n2nc3c(=O)n(CC(=O)NCC(C)c4ccccc4)nc(C)c3c2C)cc1 (stereo unspecified) | -2
CC(C(=O)Nc1nccs1)n1ccc(-c2cccc(-c3ccccn3)c2)n1 (stereo unspecified) | 10
COc1ccc(CNC(=O)c2ccc3nc(C(C)C)oc3c2)cc1OC | -3
CC1CC(Nc2ccccc2)c2ccccc2N1C(=O)C1CCCO1 (stereo unspecified) | -1
Cc1ccc(Sc2ccc(N3CCCC(C(=O)Nc4ccc(F)cc4F)C3)nn2)cc1 (stereo unspecified) | -2
Cc1ccc2onc(CC(=O)N3CCN(c4cccc(C)c4C)CC3)c2c1 | 9
O=C(Nc1cccc(Cl)c1)OCn1ncc(Br)c(Br)c1=O | -4
O=C1NN(c2ccc(I)cc2)C(=O)/C1=C\c1cccc(I)c1 | 4
CCOC(=O)c1ccccc1NC(=O)CN1CCCN(Cc2cccc(Cl)c2)S1(=O)=O | 2
CCN1CCN(Cc2nc(N)nc(Nc3ccc4ccccc4c3)n2)CC1 | -4

Not all compounds are listed; the hit share may differ from the screen's.
